FLuc counter = inhibits or activates purified firefly luciferase, miR-21 counter-screen | P08659 | purified FLuc, Km substrates, luminescence inhibition | Potency, µM (highest dose often 57.5 µM), for the others: at the top dose activity change, negative = inhibition, usual class: inhibitors | hit rate 6.9% among 360,000 | AID 588342;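 note: potency is the fitted concentration of half-maximal effect; plate controls were vehicle for no effect and reference inhibitor for full effect; nearly all actives have a fitted effect of over 55% in size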
Target sequence (P08659 whole entry, looked up): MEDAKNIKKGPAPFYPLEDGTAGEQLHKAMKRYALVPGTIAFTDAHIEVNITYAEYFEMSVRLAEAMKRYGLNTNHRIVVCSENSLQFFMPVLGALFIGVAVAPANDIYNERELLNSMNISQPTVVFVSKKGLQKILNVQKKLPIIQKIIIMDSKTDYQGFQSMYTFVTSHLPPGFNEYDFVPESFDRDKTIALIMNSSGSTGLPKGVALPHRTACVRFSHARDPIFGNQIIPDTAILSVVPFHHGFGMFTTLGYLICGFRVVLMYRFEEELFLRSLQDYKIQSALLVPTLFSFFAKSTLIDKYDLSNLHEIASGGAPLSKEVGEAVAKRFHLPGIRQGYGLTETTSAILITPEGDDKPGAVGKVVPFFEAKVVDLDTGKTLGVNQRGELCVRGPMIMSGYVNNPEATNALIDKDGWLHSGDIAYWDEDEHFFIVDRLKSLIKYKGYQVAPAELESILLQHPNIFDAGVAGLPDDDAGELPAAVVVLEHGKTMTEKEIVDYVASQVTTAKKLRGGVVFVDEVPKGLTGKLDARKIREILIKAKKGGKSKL
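Purified P. pyralis luciferase, 10 nM final, with Km-level 10 uM D-luciferin and 10 uM ATP in 50 mM Tris acetate pH 7.5, 10 mM Mg acetate, 0.01% Tween-20, 0.05% BSA; 6-point qHTS titration about 60 µM downward; luminescence read.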
ELG1 DNA repair = ELG1-dependent DNA repair inhibition; HEK293T ELG1-luciferase reporter, luminescence, 16 h; DNA damage induced by 5-fluorouridine; Potency, µM (top dose mostly 46.1 µM), for inactives: at the top dose activity change, negative = inhibition, most hits filed as inhibitors; hit rate 2.3% among 330,000; note: potency is the fitted concentration of half-maximal effect; % is set by controls: 0 for no effect and ±100 for the full control effect; nearly all actives have a fitted effect of over 55% in size
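Step one: seed 2,000 cells per well. Step two: pin-transfer compound or DMSO alongside 5-fluorouridine. Step three: incubate 16 hr, 37 °C, 5% CO2. Step four: add ONE-Glo, wait 30 min, read luminescence.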
NPC1 prom act = activates the NPC1 promoter; Huh7 NPC1 promoter luciferase reporter, 24 h; Potency, µM (highest dose often 9.22 µM), for the others: top-dose activation, usual class: activators; hit rate 2.4% among 320,000;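 note: potency is the fitted concentration of half-maximal effect; % of control where 0% means no effect; nearly all actives have a fitted effect of over 60% in size; reporter is driven by a mutant NPC1 promoter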
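NPC1 promoter–luciferase Huh7 cells; 24 h compound; luminescence.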
Tb PFK inh = blocks T. brucei phosphofructokinase; Potency, µM (titrated, usually from 57.5 µM), for the others: top-dose activity, negative = inhibition, hits mostly inhibitors; AID 485367; T. brucei PFK, ADP-Glo luminescence; O15648; hit rate 0.17% among 330,000;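 note: potency is the fitted concentration of half-maximal effect; 0% = uninhibited 1x PFK enzyme wells and -100% = no-enzyme wells; nearly all actives have a fitted effect of over 60% in size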
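ADP-Glo luminescence quantified ADP after 45 min at room temperature, with 1.25 nM T. brucei PFK, 0.1 mM ATP and 0.5 mM fructose-6-phosphate in pH 8.0 TEA buffer. qHTS titrations up to 57 µM; curves classified by quality.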
p53 reactivator = mutant p53 re-activation in reporter cells. hit rate 0.063% among 320,000. Potency, µM (doses to about 92.2 µM), for inactives: top-dose activity change, positive = activation, actives largely listed as activators. AID 504706. H1299 p53-A138V BP100-luciferase reporter, luminescence, 24 h; note: potency is the fitted concentration of half-maximal effect; % of control where 0% means no effect; nearly all actives have a fitted effect of over 45% in size
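H1299 (p53-null), stable ts p53-A138V + BP100-Luc; 1000 cells/well, Opti-MEM/10% FBS; cpd 4 pt, 1:5; 24 h, 37 deg C, 5% CO2; detection reagent 10 min RT; luminescence.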
BRCA1 expr act = activators of BRCA1 expression | MCF7-BRCA1-FFLuc reporter, luminescence, 48 h; response scale: scaled: vehicle 0%, 10 µM genistein 100% | Potency, µM (doses to about 46.1 µM), without a hit: at the highest dose activation, hits mostly activators | hit rate 1.1% among 380,000; note: potency is the fitted concentration of half-maximal effect; nearly all actives have a fitted effect of over 80% in size; some results filed as inactive show a strong effect at the top dose
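Quantitative HTS in MCF7 cells stably reporting BRCA1 expression via firefly luciferase. Compound treatment lasts 48 h at 37 °C in phenol-red free MEM. Activation is expressed relative to genistein at 10 microM and DMSO.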
VP16 counter = counter-screen for ROR gamma inhibitors: Gal4-VP16 reporter | hit rate 3.5% among 310,000 | Drosophila S2 Gal4-VP16 UAS-luciferase, luminescence, 20 h | Potency, µM (doses to about 53.6 µM), for inactives: at the top dose activity, negative = inhibition, most hits filed as inhibitors | AID 2546;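 note: Gal4-VP16 expression switched on by copper sulfate through the metallothionein promoter; potency is the fitted concentration of half-maximal effect; % is set by controls: 0 for no effect and ±100 for the full control effect; nearly all actives have a fitted effect of over 50% in size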
ELG1 genotox = induces genotoxicity in HEK293T cells with luciferase-tagged ELG1 | hit rate 1.3% among 330,000 | HEK293T ELG1-luciferase reporter, luminescence, 16 h | Potency, µM (doses to about 46 µM), for the others: top-dose activity change, positive = activation, most hits filed as activators; note: potency is the fitted concentration of half-maximal effect; % of control where 0% means no effect; nearly all actives have a fitted effect of over 60% in size
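Reporter readout depends on ELG1 protein level, which increases with genetic stress. After 16 hr compound exposure at 37 °C, luciferase activity was quantified using ONE-Glo.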
TRPV1 agonist = human TRPV1 agonism; Q8NER1; TRPV1-expressing cells, Fluo-8 calcium influx, agonist mode; activation, % at 8.33 µM; hit rate 0.19% among 320,000; AID 540275; in the data active = activation above about 80%; inconclusive = between about 30% and that limit; note: 0% is about no effect
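TRPV1-expressing cells were cultured overnight at 35.5C and loaded with Fluo-8 calcium dye for 40 to 90 min at room temperature. After a 10 s baseline, compound was added and calcium influx was read kinetically for 3 min (ex 480/em 520 nm).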
Rab9 prom act = activates the Rab9 promoter; Huh7 Rab9 promoter-luciferase reporter, luminescence, 24 h; Potency, µM (highest dose often 9.22 µM), for the others: top-dose activation, negative = inhibition, usual class: activators; hit rate 2.8% among 320,000; note: potency is the fitted concentration of half-maximal effect; % of control where 0% means no effect; nearly all actives have a fitted effect of over 60% in size
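Quantitative HTS format; Huh7 Rab9-luciferase reporter cells (1500/well) receive compound 2 h post-plating, incubate 24 h at 37 °C, then get luciferase reagent for 10 min before luminescence reading.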
RORgamma inh = inhibitors of mouse ROR gamma transcriptional activity. hit rate 5.4% among 310,000. Drosophila S2 Gal4-RORgamma UAS-luciferase reporter, 20 h. Potency, µM (series often up to 53.6 µM), for inactives: top-dose activity change, negative = inhibition, most hits filed as inhibitors. P51450; note: potency is the fitted concentration of half-maximal effect; % is set by controls: 0 for no effect and ±100 for the full control effect; nearly all actives have a fitted effect of over 60% in size
Target sequence (P51450 whole entry, looked up, the tested form may be a part): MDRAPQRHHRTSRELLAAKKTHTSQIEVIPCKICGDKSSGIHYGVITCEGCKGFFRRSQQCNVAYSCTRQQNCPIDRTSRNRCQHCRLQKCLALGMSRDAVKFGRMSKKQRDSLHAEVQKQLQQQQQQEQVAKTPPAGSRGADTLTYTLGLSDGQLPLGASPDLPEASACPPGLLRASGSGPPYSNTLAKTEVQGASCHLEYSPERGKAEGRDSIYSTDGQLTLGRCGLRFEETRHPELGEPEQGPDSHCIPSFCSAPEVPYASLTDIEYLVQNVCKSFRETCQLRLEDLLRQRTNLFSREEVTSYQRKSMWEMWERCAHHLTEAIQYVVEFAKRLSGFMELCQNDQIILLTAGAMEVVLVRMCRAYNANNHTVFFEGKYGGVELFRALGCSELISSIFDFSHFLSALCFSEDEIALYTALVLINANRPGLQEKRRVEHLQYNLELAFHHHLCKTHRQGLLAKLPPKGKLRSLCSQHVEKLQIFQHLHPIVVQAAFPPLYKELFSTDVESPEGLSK
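In this cell-based reporter format, copper sulfate (700 uM final) drives Gal4–ROR gamma fusion expression from a metallothionein promoter in Drosophila Schneider cells; compounds preincubated 1 hr, reporter read after 20 hr at ambient temperature.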
The depositor's hits bear a star; ? = inconclusive; · = no result given; [ ] = dose if it differs, or a comment. Unless noted, calls come from the whole dose curve; as a rule, active = well fitted curve in the direction sought with a large enough effect; inconclusive = small, poorly fitted or top-dose-only effect, or another doubt; inactive = no such curve, though single readings can be large; an effect the other way counts as inactive or inconclusive. Rows are unselected. Share with any hit: about 15%.

compound,FLuc counter,ELG1 DNA repair,NPC1 prom act,Tb PFK inh,p53 reactivator,BRCA1 expr act,VP16 counter,ELG1 genotox,TRPV1 agonist,Rab9 prom act,RORgamma inh
C/C=C\C(=O)Nc1cccc(C2=NOC3(C2)C[C@H](C(N)=O)N(C(=O)/C=C/CC)C3)c1 (some centres undefined),0.5%,12.6%,-4.1%,0.4%,1.3%,10.9%,8.0%,3.9%,-0.8,-1.9%,-9.5%
CC(=O)NN1C(=O)c2ccccc2NC1c1ccc(N(C)C)cc1 (centres undefined),?,?,-1.9%,-0.9%,13.0%,27.3%,-20.9%,5.1%,8.5,6.2%,0.3%
CCOc1ccc(N=C2NC(=O)S/C2=C\c2ccc(Cl)cc2)cc1,1.8%,-7.3%,0.5%,-4.5%,-9.3%,0.0%,-4.0%,0.2%,1.8,-3.0%,-10.0%
COc1ccc(OCC(=O)NC(=S)N2CCCc3ccccc32)cc1,26.9µM*,?,7.2%,-1.4%,?,-33.0%,-4.7%,10µM*,14.0,-1.0%,?
CN(C)N1C(=O)CC(C)(c2ccc([N+](=O)[O-])cc2)C1=O (centres undefined),-0.9%,7.9%,0.2%,-17.4%,9.4%,-12.6%,·,2.2%,0.4,2.2%,·
CCC(C)c1ccc(NC(=O)C2=CC=CN3CCS(=O)(=O)N=C23)cc1 (centres undefined),2.13µM*,?,18.7%,-11.3%,7.2%,?,·,?,0.9,?,·
CCCCS(=O)CC(O)COc1ccc(C(C)(C)C)cc1 (centres undefined),?,-1.8%,2.7%,3.4%,-11.7%,-18.4%,-28.8%,2.2%,22.2,-1.2%,19.3%
FC(F)(F)c1cc(-c2cccs2)nc(NCc2ccco2)n1,1.2%,-6.9%,0.8%,0.9%,7.6%,-42.2%,0.4%,-4.1%,16.8,-1.6%,2.5%
C#CCOCCOCCOCCNc1nc(N2CCN(C(=O)[C@H](CCC(=O)O)n3cc(C(N)CO)nn3)CC2)nc(N2CCN(C(=O)[C@H](CCCCN)n3cc(C(N)CC(C)C)nn3)CC2)n1 (some centres undefined),0.4%,28.3%,0.6%,-22.2%,-1.8%,·,5.0%,-0.7%,0.0,-13.5%,-6.7%
O=C(CSc1n[nH]c(-c2cc(Cl)ccc2Cl)n1)NCCN1C(=O)CSC1=O,6.0%,-3.1%,-2.1%,3.3%,3.8%,8.3%,6.9%,2.5%,-4.9,-3.3%,-5.8%
COc1ccc(Cl)cc1N(CC(=O)Nc1ccccc1C(=O)NCc1ccco1)S(C)(=O)=O,0.9%[2.3 µM],?,4.2%,1.7%,6.2%,2.9%,6.5%,-5.9%,1.8,0.8%,9.7%
C=CCN1C(=O)C(Cc2ccccc2)SC1=Nc1ccc(C(=O)O)cc1 (centres undefined),-10.6%,26.7%,0.3%,-5.8%,8.6%,6.3%,-2.2%,0.9%,1.4,-1.5%,?
CCOc1ccc(CN2CCC(n3nccc3NC(=O)c3ccccc3OC)CC2)cc1,-14.9%,14.8%,-2.2%,1.3%,2.5%,5.4%,-1.6%,-3.5%,-3.3,8.0%,-7.6%
COc1ccc(NC(=O)NCc2ccco2)cc1OC,-0.4%,3.4%,-1.8%,0.3%,6.3%,-5.7%,6.3%,4.5%,6.2,-2.4%,9.1%
CCNC(=S)Nc1ccc(C)c(S(=O)(=O)Nc2ccccc2OC)c1,-0.4%,0.0%,-0.3%,0.0%,0.2%,-4.8%,-1.2%,-2.8%,9.0,-2.2%,?
CCCCn1c(N)c(N(CCOC)C(=O)C(C)N2C(=O)c3ccccc3C2=O)c(=O)[nH]c1=O (centres undefined),1.9%,-0.4%,-1.9%,-8.9%,-1.0%,6.3%,·,-3.1%,-0.1,-1.0%,·
CC1(C)CC(=O)C(C=NCc2cccnc2)=C(O)C1,1.1%,?,11.5%,0.6%,-0.4%,-22.2%,4.3%,2.0%,5.0,2.1%,-11.6%
COc1cccc(CC(=O)OCC(=O)NC2CCCCCC2)c1,0.5%,3.4%,1.9%,3.8%,-4.4%,18.8%,0.1%,-4.5%,27.7,-0.2%,-0.9%
Cc1ccc(C)c(-n2nnnc2SCC(=O)c2ccc3c(c2)NC(=O)CO3)c1,5.8%,?,2.4%,0.2%,-19.5%,-24.8%,0.3%,-5.9%,27.0,3.9%,?
O=S(=O)(c1ccc(Br)s1)N1CCCCC1,-0.5%,8.8%,0.2%,0.4%,?,0.0%,1.9%,1.6%,-0.9,-4.4%,3.7%
CCOP(=O)(c1ccccc1Cl)C1(O)CCCCC1 (centres undefined),7.9%,10.4%,-4.3%,0.0%,-10.0%,-7.5%,-3.7%,-0.4%,-4.3,-7.0%,-20.4%
CCNc1nc(CN2CCCCC2)nc2scc(-c3ccccc3)c12,-1.5%,-5.7%,-7.6%,-0.8%,2.2%,-29.3%,?,-4.5%,0.2,-19.8%,15.8µM*
CC(C)n1ncc2c(C(=O)NCc3cccnc3)cc(C3CC3)nc21,-0.8%,2.1%,-0.1%,4.6%,-4.8%,-27.9%,·,-0.9%,?,1.1%,·
CCOC(=O)c1c(NC(=O)CCl)sc(CN(C)C)c1-c1ccccc1,-7.8%,0.5%,-13.2%,-2.0%,-9.9%,0.0%,?,-6.0%,13.3,0.3%,?
COc1ccc2[nH]c3c(=O)n(CCCC(=O)NC4CCCCC4C)c(=S)[nH]c3c2c1 (centres undefined),1.9%,23.6%,-3.8%,0.5%,-2.5%,-1.5%,-15.6%,5.9%,-1.6,-5.2%,-32.2%
CC1(C)O[C@H]2CC(=O)OC[C@]23[C@H]2CC[C@@]4(C)[C@H](c5ccoc5)OC(=O)[C@H]5O[C@]54[C@]2(C)[C@@H](O)C[C@@H]13,-0.8%,?,-3.0%,-3.1%,6.6%,0.0%,·,4.3%,-2.0,-1.9%,·
CC(OC(=O)c1ccc2ccccc2n1)C(=O)Nc1ccc(N2CCOCC2)cc1 (centres undefined),?,24.3%,11.8%,1.0%,7.7%,4.8%,-4.1%,?,1.0,11.7%,17.5%
CC(OC(=O)C1CC1)C(=O)Nc1ncc(Cl)cc1Cl (centres undefined),4.4%,?,-4.9%,2.8%,-0.3%,4.0%,·,1.9%,-2.6,3.9%,·
Cc1cccc(NC(=S)N(CCCN2CCOCC2)C(C)c2cc3ccccc3o2)c1 (centres undefined),5.4%,2.1%,-1.8%,-2.8%,3.0%,-12.0%,-1.8%[10 µM],7.3%,8.1,-3.3%,12.6µM*
CSc1nc(C(=O)N2CCCC(C(=O)c3ccc(Cl)cc3)C2)cs1 (centres undefined),1.6%,-7.7%,-5.7%,1.7%,-0.1%,-0.5%,6.6%,-5.5%,?,-0.2%,?
COC(=O)c1ccc(N/C=C\C(=O)c2ccc3c(c2)OCO3)cc1,?,?,?,-9.5%,3.1%,?,-6.0%,18.1%,-3.2,?,-9.5%
CCOc1cccc(N)c1,-3.9%,?,10.3%,-0.1%,2.7%,-4.3%,-4.1%,0.3%,-4.9,0.2%,16.9%
c1ccc2c(c1)ccc1ccccc12,·,4.3%,·,9.2%,4.4%,21.1%,5.0%,-0.4%,·,·,0.4%
CCCCc1nc2sc3c(=O)n(N)cnc3c2c2c1CCC2,-5.2%,19.4%,-0.5%,3.4%,-1.0%,-1.8%,4.6%,0.6%,0.2,-1.7%,-9.1%
O=C(NCCC1CCCCN1S(=O)(=O)c1ccccc1)C(=O)Nc1ccccc1 (centres undefined),-7.5%,-8.8%,0.8%,11.5%,-0.5%,21.4%,·,-1.0%,14.1,-1.2%,·
CCc1ccc(C2CC(c3ccco3)=NN2S(C)(=O)=O)cc1 (centres undefined),1.35µM*,?,0.447µM*,-5.3%,?,?,-18.8%,?,-0.2,0.316µM*,-34.0%
COc1ccc(NC(=O)Nc2ccc(C(=O)N3CCOCC3)cc2)c(OC)c1,4.2%,3.0%,1.4%,1.3%,-0.4%,3.6%,-4.8%,3.0%,-4.6,-4.7%,16.7%
Cc1cc(S(=O)(=O)Nc2ccc(C(=O)NCCCn3ccnc3)cc2)ccc1F,-0.3%,13.8%,0.3%,-8.5%,3.7%,38.0%,·,5.5%,-1.3,-6.6%,·
